Mtb RmlCD inh = M. tuberculosis RmlC/RmlD inhibition. P9WH09+P9WH11. RmlC+RmlD coupled enzyme assay, percent inhibition; primary screen in compound mixtures. inhibition, % at 3.6 µM. hit rate 0.03% among 160,000; in the data active = inhibition mostly above about 34%, no sharp cut-off; note: some results filed as inactive read as strong as hits
Target sequence (P9WH09 whole entry, looked up): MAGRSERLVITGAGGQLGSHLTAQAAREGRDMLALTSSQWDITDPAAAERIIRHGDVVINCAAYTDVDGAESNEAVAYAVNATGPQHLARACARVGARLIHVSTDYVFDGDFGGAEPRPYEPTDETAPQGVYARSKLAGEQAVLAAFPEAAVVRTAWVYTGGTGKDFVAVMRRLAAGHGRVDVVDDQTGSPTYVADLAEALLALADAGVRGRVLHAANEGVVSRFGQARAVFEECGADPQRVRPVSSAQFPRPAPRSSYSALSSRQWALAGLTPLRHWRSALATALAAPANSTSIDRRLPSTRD
Target sequence (P9WH11 whole entry, looked up): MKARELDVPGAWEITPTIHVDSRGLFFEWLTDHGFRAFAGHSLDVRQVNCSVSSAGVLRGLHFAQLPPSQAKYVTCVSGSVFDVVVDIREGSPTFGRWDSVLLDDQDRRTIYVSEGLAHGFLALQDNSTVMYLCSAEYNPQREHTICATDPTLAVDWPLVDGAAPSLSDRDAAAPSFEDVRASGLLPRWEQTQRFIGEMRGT
M. tuberculosis GlmU = inhibition of mycobacterial GlmU enzyme – biochemical, glucosamine-1-phosphate acetyltransferase (AID 1376) | hit rate 0.25% among 220,000 | one-dose inhibition, %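 (tested at 30 µM in the primary screen)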; IC50 in µM for titrated hits | M. tuberculosis GlmU acetyltransferase enzyme assay; higher % means a stronger effect; in the data active = inhibition above about 13%;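 note: 0% = complete reaction with vehicle and 100% = reaction without substrate; strong numbers were not always called active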
* = called active by the depositor; . = not tested or not shown. An excerpt; rates above refer to the full screens.

The line under a structure holds: Mtb RmlCD inh | M. tuberculosis GlmU
O=S(=O)(c1ccc(C2CCCCC2)cc1)N1CCCC1
 : -0.7 | 1.6%
CCCNCc1cc(OCC)c(OCC(=O)Nc2ccccc2)cc1Br
 : -10.9 | -3.4%
COc1ccc(OCC(=O)Nc2ccc(S(=O)(=O)N3CCOCC3)cc2)cc1
 : 3.9 | -0.7%
COc1ccccc1/C=C(/CC(=O)NCc1ccccc1)c1nc2ccccc2s1
 : 13.5 | -8.7%
Cc1cc(-n2c(C)cc(C(=O)CN3C(=O)NC4(CCCCCC4)C3=O)c2C)no1
 : -9.9 | -1.3%
Cc1sc(NC(=O)CSc2nnc3scc(-c4ccccc4)n23)c(C#N)c1C
 : . | 3.0%
Cc1cc(N2CCC(C(=O)NCC3CC3)CC2)nc(-c2ccccc2)n1
 : -6.2 | 2.5%
CC(C)[C@H](NC(=O)C1(c2ccccc2)CCN(C(=O)OC(C)(C)C)CC1)C(=O)O
 : -9.3 | -4.6%
C=CCN(CC=C)Cc1nc(N)nc(Nc2ccccc2C)n1
 : 6.0 | -5.0%
O=C(NCCCN1CCOCC1)C(=O)N/N=C/c1ccccc1Cl
 : -8.5 | 4.9%
O=C(CCC1CCCN(C(=O)c2ccsc2)C1)NCc1ccc(F)c(F)c1 (stereo not drawn)
 : . | 2.5%
Cc1cc(C)c2cc(CN(CCN(C)C)C(=O)Nc3ccccc3Cl)c(=O)[nH]c2c1
 : -7.8 | -3.1%
Clc1ccc(N2CCOCC2)nn1
 : 2.8 | 1.1%
Cc1cc2c(C(F)(F)F)cc(=O)oc2c2c1NCCC2
 : . | 1.2%
O=C(CN1CCSCC1)N/N=C/c1ccc(Cl)cc1
 : 10.0 | -7.8%
CC(C)(C)N(Cc1cc2ccccc2[nH]c1=O)C(=O)c1cccc([N+](=O)[O-])c1
 : . | 2.3%
O=[N+]([O-])c1cccc(-c2nnc(CNC3CC3)o2)c1
 : 30.0 | 4.5%
Cc1cccc(Cn2cnc3c(nnn3Cc3ccc(Cl)cc3)c2=O)c1
 : 16.6 | 1.7%
COc1ccc(C(=O)OCC(=O)NCC2CCCO2)cc1S(=O)(=O)N1CCCc2ccccc21 (stereo not drawn)
 : -12.2 | -1.9%
Cc1noc(C)c1COC(=O)CCc1ccc(S(=O)(=O)N2CCCCC2)cc1
 : . | 1.3%
Nc1ccc(N=Nc2ccccc2Cl)c(N)n1
 : . | -8.4%
N#CCCCN1C(=O)C(=C(C#N)C#N)c2ccccc21
 : 2.3 | 4.0%
Cc1cc(=O)[nH]c(NN=C(CC(C)C)CC(C)C)n1
 : 68.8 | 1.5%
COc1ccc(CC(=O)O/N=C(\N)c2ccc(OC)cc2)cc1
 : 9.8 | -0.6%
CN(Cc1cccs1)CC(O)COCc1ccco1 (stereo not drawn)
 : -6.9 | 3.7%
CCOC(=O)N1CCN(C(=O)c2ccc(N(C)S(C)(=O)=O)cc2)CC1
 : 1.8 | 1.5%
C=COC(=O)CSc1nc(-c2cccs2)ccc1C#N
 : 6.2 | 1.3%
COC(=O)c1cc(NC(=S)Nc2cc(Cl)cc(Cl)c2)cc(C(=O)OC)c1
 : . | 2.2%
c1ccc2sc(Cc3nnc4n3CCCCC4)nc2c1
 : . | -3.3%
O=C(O)c1ccc(/C=N/Nc2nnnn2-c2ccccc2)cc1
 : -0.9 | -1.4%
Cc1ccc(-n2nc3ccc(NC(=O)C(C)C)cc3n2)cc1
 : . | -2.2%
Cn1c(CN2CCCC2)nc2cc(NC(=O)C3CCCCC3)ccc21
 : -4.7 | -7.3%
O=C(CN1CCCCCCC1)N/N=C/c1ccc(F)cc1F
 : -0.1 | -1.7%
C=CCn1c(C)cc(C(=O)Cn2c(C(C)O)nc3ccccc32)c1C (stereo not drawn)
 : -4.0 | -0.5%
c1ccc(-n2c3ccccc3c3ccccc32)cc1
 : 80.0 | .
CCC(C)(C(=O)Nc1c(C)cccc1C)N(C)C(=O)c1ccc2ccccc2n1 (stereo not drawn)
 : 2.1 | -3.0%
Cc1cccc(NC(=O)C2CC(=O)n3ncnc3N2)c1 (stereo not drawn)
 : -7.8 | -5.3%
COc1cc(CNn2cn[nH]c2=S)cc(Cl)c1OCc1ccccc1
 : 9.2 | -2.3%
O=C(NCc1cccnc1)C1CC(=O)N(C2CCCCC2)C1 (stereo not drawn)
 : . | 1.5%
Nn1c(Cc2ccccc2F)nnc1SCCOc1ccc(Cl)cc1
 : -3.2 | 10.6%
Cc1cc(S(=O)(=O)NCc2ccccc2)ccc1OCC(=O)N1CCN(C)CC1
 : 4.4 | 3.4%
CCOc1cc(NC(=S)NCC2CCCO2)c(OCC)cc1NC(=O)c1cccc(F)c1 (stereo not drawn)
 : -5.2 | 2.8%
CC(CC(=O)Nc1ccc(Cl)c([N+](=O)[O-])c1)c1ccccc1 (stereo not drawn)
 : . | 0.9%
Cc1ccc(-c2nsc(SCC(=O)Nc3ccc4c(c3)OCO4)n2)cc1
 : 10.5 | 1.5%
CCOc1ccc(-n2c(=O)c3c(C)c(C(=O)N(C)C)sc3n(CC(=O)Nc3ccccc3F)c2=O)cc1
 : -6.0 | -4.9%
Cc1ccc(/C=N/N=C/c2ccc(C)cc2)cc1
 : -5.2 | -2.5%
Cc1cccc(N2CCN(c3cccc(C)c3)C2c2cccnc2)c1
 : -5.1 | 0.3%
Cc1ccc(C(=O)OCC(=O)NC2CCCCC2)s1
 : -5.1 | -4.0%
CC(C)(CC(=O)O)CC(=O)Nc1ccccc1Oc1ccccc1
 : . | -1.9%
Cc1[nH]c2ccccc2c1Cc1n[nH]c(=S)o1
 : 19.7 | 0.2%
COc1ccc(Oc2c(Cl)cnn(-c3ccccc3)c2=O)cc1
 : 3.8 | .
NNS(=O)(=O)c1ccc(Cc2ncc(C(F)(F)F)cc2Cl)s1
 : . | 2.8%
COc1cc(/C=C(\NC(C)=O)C(=O)Nc2ccc(NC(C)=O)cc2)ccc1OC(C)=O
 : 13.0 | 0.0%
Cc1ccccc1NC(=O)Cc1nnc(SCC(=O)c2ccc(Br)cc2)n1C
 : 3.9 | 1.5%
CCSC1=NN2CCS(=O)(=O)N=C2S1
 : 8.2 | 2.7%
N#CCCN(C(=S)NC(=O)c1ccco1)c1ccccc1F
 : 4.1 | 5.2%
CN(C)CCNC(=S)Nc1ccccc1C(C)(C)C
 : 5.4 | -0.1%
O=c1[nH]n2c(C(F)(F)F)cc(C3CC3)nc2c1N=Nc1ccccc1
 : 3.0 | -0.6%
CCOC(=O)C(C)Oc1ccccc1C1NC(=O)NC(C)=C1C(=O)Nc1ccc(C)c(C)c1 (stereo not drawn)
 : -28.1 | -0.3%
CC(Cn1nnc2ccccc21)C(=O)O (stereo not drawn)
 : . | 1.7%

More structures
The line under a structure holds: Mtb RmlCD inh | M. tuberculosis GlmU
C=CCc1cccc(/C=N/c2ncn[nH]2)c1O
 : -5.8 | 3.2%
S=c1nc(-c2cccc(Cl)c2)[nH][nH]1
 : -11.9 | -0.8%
Cc1cccc(N=c2oc3cc(O)ccc3cc2C(N)=O)c1
 : 9.4 | -5.1%
Cc1cc(C)nc(NC(=O)c2cccc([N+](=O)[O-])c2C)n1
 : 18.0 | 0.7%
COc1ccc(CN(C(=O)/C=C/c2ccco2)C2CCS(=O)(=O)C2)cc1 (stereo not drawn)
 : . | 2.2%
O=C(Nc1cc(S(=O)(=O)N2CCOCC2)ccc1N1CCOCC1)C1CCCO1 (stereo not drawn)
 : 19.2 | 4.5%
Cc1c(OCc2nn[nH]n2)ccc2c(-c3ccccc3)cc(=O)oc12
 : 10.0 | 1.0%
CN(CC(=O)Nc1ccncc1)S(=O)(=O)c1ccc(Br)cc1
 : -5.5 | 1.2%
NC(=O)C1CCN(Cc2nc3ccccc3c(=O)[nH]2)CC1
 : . | 1.3%
COc1cc(C)nc(Oc2ccc(=O)n(C)n2)n1
 : 7.9 | -3.2%
CC(C)(C)c1ccccc1NC(=O)Cn1c(=O)cnc2ccccc21
 : 0.5 | 1.9%
Cc1nonc1C1CCCN1Cc1cn[nH]c1-c1ccc(-c2ccccc2)cc1 (stereo not drawn)
 : 0.9 | -1.2%
O=C(CCCn1c(SCc2ccccc2F)nc2ccccc2c1=O)NCC1CCCO1 (stereo not drawn)
 : 9.9 | 0.9%
CCOC(=O)C(=O)Nc1cc(C)nn1-c1nc2ccccc2[nH]1
 : -8.1 | 1.2%
CCC(Oc1nc2ccccc2nc1-c1ccccc1NC(C)=O)C(=O)c1ccccc1 (stereo not drawn)
 : 16.2 | 2.5%
O=C(Nc1nc2c(s1)CCCC2)Oc1ccccc1
 : -1.9 | 0.0%
CCOC(=O)c1nnc(-c2ccccc2)nc1Oc1ccc(Cl)cc1
 : 7.0 | 1.0%
COC(=O)/C=C1\NCCSC1=O
 : 21.8 | -5.9%
N#C/C(=C\c1cccc([N+](=O)[O-])c1)C(=O)NCC1CCCO1 (stereo not drawn)
 : -1.5 | -3.6%
O=[N+]([O-])c1ccc(N2CCN(c3ccccc3F)CC2)c(S(=O)(=O)N2CCOCC2)c1
 : -6.9 | -2.7%

Next section.
structure	Mtb RmlCD inh	M. tuberculosis GlmU
CN1CCN(C(=O)C2CCC(C)(C(=O)O)C2(C)C)CC1 (stereo not drawn)	-3.5	2.3%
O=c1[nH]n2c(=O)c3c([nH]c2c1N=Nc1cccc(Cl)c1)CCCC3	.	0.1%
CN(C)S(=O)(=O)c1cc(NC(=O)Cn2ccsc2=N)ccc1Cl	3.4	3.4%
O=C(Nc1nccs1)c1ccc2nccnc2c1	.	-0.3%
COc1ccc(Cn2cccc(NC(=O)Nc3ccc(F)cc3)c2=O)cc1	6.7	3.7%
O=C(C1CC1)N1CCc2[nH]c3ccccc3c2C1	.	-2.8%
COc1ccc(/C=N/Nc2ncnc3c2[nH]c2ccc(C)cc23)c(OC)c1OC	-11.2	-4.4%
CCOC(=O)c1ccc(NC(=O)c2cccc(C)c2[N+](=O)[O-])cc1	.	3.7%
CCC(=O)Nc1c(S(=O)(=O)c2ccc(C)cc2)c2nc3ccccc3nc2n1C(C)c1ccccc1 (stereo not drawn)	-1.1	-1.7%
O=C(NNc1ccccc1[N+](=O)[O-])Nc1ccc(Cl)c(Cl)c1	4.9	0.6%
COc1cccc(-c2nn(-c3ccccc3)cc2/C=C\C(=O)c2cccs2)c1	.	1.2%
COCCCNC(=O)CSc1ccsc1[N+](=O)[O-]	-10.1	2.7%
CC1Oc2ccccc2N(CC(=O)NCc2cccs2)C1=O (stereo not drawn)	.	0.8%
CCOC(=O)c1ccc(NC(=S)N2CCSC2c2ccc(Cl)cc2)cc1 (stereo not drawn)	-6.9	0.2%
Cc1ccc(C)c(N2C(=O)c3cc(N4CCOCC4)c([N+](=O)[O-])cc3C2=O)c1	-8.2	0.2%
CCOC(=O)c1ccc(N2CCOCC2)c(NC(=O)COCC(=O)O)c1	.	-1.3%
COc1ccc(N2C(=O)c3ccccc3NC23CCCCC3)cc1	-11.9	6.5%
N#Cc1c(N)nc2c(c1-c1ccncc1)CCCCC2	.	-0.6%
COc1cccc(C2=CC(c3ccc(OC)c(OC)c3)NC(=S)N2)c1 (stereo not drawn)	12.2	2.5%
CC1CCCC(C)N1C(=O)COC(=O)c1ccc2c(c1)OCO2 (stereo not drawn)	2.7	-1.0%
Cn1ccnc1SCc1cn2cc(Br)ccc2n1	6.6	0.0%
CCc1cc2c(=O)c(-c3cscn3)coc2cc1O	2.0	.
COc1ccccc1C(=O)Nc1nnc(SCC(=O)Nc2ccc3c(c2)oc2ccccc23)s1	2.3	-3.2%
CC(=O)c1ccc2c(c1)C1C(Cl)C(Sc3ccccc3[N+](=O)[O-])CC1C(c1ccccc1[N+](=O)[O-])N2 (stereo not drawn)	.	3.0%
COc1ccc(C(C)=O)cc1CSc1nc2cc(C(=O)O)ccc2c(=O)n1Cc1ccccc1	1.2	4.5%

Structural class, those above with a tert-butyl group
structure	Mtb RmlCD inh	M. tuberculosis GlmU
CC(C)[C@H](NC(=O)C1(c2ccccc2)CCN(C(=O)OC(C)(C)C)CC1)C(=O)O	-9.3	-4.6%
CC(C)(C)N(Cc1cc2ccccc2[nH]c1=O)C(=O)c1cccc([N+](=O)[O-])c1	.	2.3%
CN(C)CCNC(=S)Nc1ccccc1C(C)(C)C	5.4	-0.1%
CC(C)(C)c1ccccc1NC(=O)Cn1c(=O)cnc2ccccc21	0.5	1.9%

Following part:
structure	Mtb RmlCD inh	M. tuberculosis GlmU
CC(C)NC(=O)C1CCN(c2ccc(S(=O)(=O)N3CCOCC3)cc2Cl)CC1	105.3	-2.4%
CCC(C)[C@H](NC(=O)CCn1nnc2ccccc2c1=O)C(=O)O (stereo partly drawn)	.	4.9%
C/C(=N/NC(=O)C1CC1(c1ccccc1)c1ccccc1)c1ccco1 (stereo not drawn)	-4.3	-0.4%
COc1ccc(-c2[nH]ncc2CNCC(C)(C)N2CCOCC2)cc1F	.	1.6%
Cc1ccc2c(c1)sc1ncc(NC(=O)c3ccc(F)cc3)c(=O)n12	12.3	-4.2%
CCCn1nnc(NC(=O)c2ccco2)n1	-4.0	-2.9%
Nc1c(C(=O)Nc2ccccc2)c2nc3ccccc3nc2n1-c1ccc(O)cc1	2.1	-3.3%
CC(=O)Nc1ccc(S(=O)(=O)N2CCCC(C(=O)O)C2)cc1 (stereo not drawn)	-6.7	0.3%
COc1cc(/C=N/NC(=O)c2ccc(COc3ccccc3Cl)o2)cc(Br)c1O	.	5.0%

6 structures out of the list, ordered by molar mass, low to high.
structure	Mtb RmlCD inh	M. tuberculosis GlmU
CCCn1nnc(NC(=O)c2ccco2)n1	-4.0	-2.9%
CCC(C)[C@H](NC(=O)CCn1nnc2ccccc2c1=O)C(=O)O (stereo partly drawn)	.	4.9%
COc1ccc(-c2[nH]ncc2CNCC(C)(C)N2CCOCC2)cc1F	.	1.6%
Nc1c(C(=O)Nc2ccccc2)c2nc3ccccc3nc2n1-c1ccc(O)cc1	2.1	-3.3%
CC(C)NC(=O)C1CCN(c2ccc(S(=O)(=O)N3CCOCC3)cc2Cl)CC1	105.3	-2.4%
COc1cc(/C=N/NC(=O)c2ccc(COc3ccccc3Cl)o2)cc(Br)c1O	.	5.0%
